Source: PubChem BioAssay
BoNT A protease: inhibitors of Botulinum neurotoxin A light chain protease; multiplex microsphere protease substrate cleavage, flow cytometry; inhibition, % at 10 µM; actives 0.17% (n = 360,000); AID 588499; further: plate controls were buffer without enzyme for full effect and enzyme alone for no effect
Anthrax LF prot: anthrax lethal factor protease inhibition; multiplex microsphere protease cleavage assay, LF; inhibition, % at 10 µM; actives 0.12% (n = 360,000); AID 588501; further: plate controls were buffer without enzyme for full effect and enzyme alone for no effect
Target sequence (P15917 whole entry, looked up): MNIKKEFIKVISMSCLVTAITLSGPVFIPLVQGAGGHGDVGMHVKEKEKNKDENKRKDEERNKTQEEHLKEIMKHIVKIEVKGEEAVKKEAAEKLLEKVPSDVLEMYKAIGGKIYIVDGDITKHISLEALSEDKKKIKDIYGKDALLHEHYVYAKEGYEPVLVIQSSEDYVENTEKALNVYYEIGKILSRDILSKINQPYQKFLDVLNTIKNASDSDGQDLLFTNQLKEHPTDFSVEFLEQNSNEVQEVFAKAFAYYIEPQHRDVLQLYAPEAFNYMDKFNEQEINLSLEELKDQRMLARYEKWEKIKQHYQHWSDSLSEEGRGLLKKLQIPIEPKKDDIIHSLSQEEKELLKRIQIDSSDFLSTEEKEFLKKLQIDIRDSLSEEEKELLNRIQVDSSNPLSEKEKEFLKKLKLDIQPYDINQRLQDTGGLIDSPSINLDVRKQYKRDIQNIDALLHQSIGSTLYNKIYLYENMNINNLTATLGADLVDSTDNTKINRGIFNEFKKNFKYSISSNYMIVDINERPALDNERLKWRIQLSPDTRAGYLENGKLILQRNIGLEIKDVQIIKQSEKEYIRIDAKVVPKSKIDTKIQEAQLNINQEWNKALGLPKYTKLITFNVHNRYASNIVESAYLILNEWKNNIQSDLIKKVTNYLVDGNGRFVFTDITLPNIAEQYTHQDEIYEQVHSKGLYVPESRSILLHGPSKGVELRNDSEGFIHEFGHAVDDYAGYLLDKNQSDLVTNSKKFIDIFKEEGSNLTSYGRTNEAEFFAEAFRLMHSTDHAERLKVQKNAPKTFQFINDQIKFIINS
BH1578 lux ind: quorum light induction in luxS cqsA deficient V. cholerae. activation, % at 18.7 µM. AID 588436. V. cholerae BH1578 lux reporter, luminescence, 6 h. actives 0.16% (n = 350,000); in the data active means activation mostly above about 9.7%, no sharp cut-off; inconclusive means no clear call, values can overlap the other calls; inactive means mostly below about 3.7%; further: not every result past the cut was called active; inactives centre near 0; reference of the scale not given here
PfHsp40 rescue: compounds rescuing yeast from Plasmodium falciparum HSP40 toxicity. S. cerevisiae expressing PfHsp40, growth rescue, ATP luminescence. growth rescue, % at 12.5 µM. actives 0.68% (n = 340,000). AID 504582; in the data active means growth rescue above about 28%, passing the limit was not always enough; inconclusive means no clear call, values can overlap the other calls;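 further: yeast W303a lacking pdr1 and pdr3 grown in galactose medium; growth measured after three days at 30 °C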
TcdB GH inh: inhibitors of Clostridioides difficile toxin B glycohydrolase; TcdB glycohydrolase enzymatic assay, plate reader; AID 652162; actives 0.24% (n = 350,000); inhibition, % at 9.99 µM; in the data active means inhibition above about 10%
Yp Topo-I inh: blocks Yersinia pestis topoisomerase I activity | Y. pestis Topo-I cleavage product accumulation, plate reader | activity, % at 10 µM | actives 0.064% (n = 360,000); in the data active means activity above about 50%, passing the limit was not always enough; inconclusive means no clear call, values can overlap the other calls; further: inactives centre near 2
SSB-PriA inh: blocks PriA binding to SSB C-terminal tail. AlphaScreen SSBct-PriA binding, biotinylated peptide. inhibition, % at 33 µM. actives 0.6% (n = 430,000); in the data active means inhibition mostly above about 37%, no sharp cut-off; inactive means mostly below about 20%;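 further: plate controls were negative control peptide for no effect and reference peptide for full effect; strong numbers were not always called active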
PrPC surface inh: inhibitors of human cell surface prion protein PrPC. inhibition, % at 13.8 µM. actives 0.43% (n = 370,000). TR-FRET read-out; in the data active means inhibition above about 24%; further: 0% = median of the test wells and 100% = reference compound wells
SARS 3CLpro inh: SARS-CoV 3CLpro protease inhibition | actives 0.14% (n = 290,000) | inhibition, % at 6 µM | P0C6X7 | recombinant SARS-CoV 3CLpro, quenched FRET peptide cleavage | AID 1706; in the data active means inhibition above about 12%
* = called active by the depositor; i = inactive; u = inconclusive; x = no result given; & = joins results of further samples. Unless noted, no stated cut-off is given here; in the data, active means inhibition above about 30%; inconclusive means no clear call, values can overlap the other calls; inactive means below that.

item | structure | BoNT A protease | Anthrax LF prot | BH1578 lux ind | PfHsp40 rescue | TcdB GH inh | Yp Topo-I inh | SSB-PriA inh | PrPC surface inh | SARS 3CLpro inh
1 | CC(=O)N1CCOc2ccc(S(=O)(=O)NC(C)c3ccccc3)cc21 (stereo unspecified) | 1.4 | -2 | 2.0 | 0.8 | 1.2 | 4 | -8 | 2 | -3
2 | CNC(=O)c1sc(=S)n(-c2ccc(OC)cc2)c1N | 0.2 | 2 | i | -0.9 | -3.2 | -4 | -1 | -27 | -4
3 | CCN(CC)CCOC(=O)c1ccc2c(c1)OCCO2 | 1.0 | 0 | 0.0 | -0.5 | -0.9 | 1 | 0 | -8 | 3
4 | O=C(C[C@H]1C(=O)N(c2ccc(Br)cc2)C[C@@H]1Cc1ccccc1)Nc1ccccc1 | -0.2 | -4 | i | x | 1.2 | 12 | x | 5 | x
5 | COc1ccc(CN(Cc2nc3ccccc3c(=O)[nH]2)C(=O)c2ccco2)cc1 | -1.0 | 2 | -0.5 | 1.4 | 0.9 | 3 | -6 | 0 | -7
6 | CCCC(C(=O)NC(C)(C)C)N(Cc1ccccc1Cl)C(=O)c1snc(C(N)=O)c1N (stereo unspecified) | 4.0 | -30 | -0.5 | 0.3 | 1.6 | u | -10 | 0 | 0
7 | FC(F)(F)c1nc2ccccc2n1CCNc1nc(CN2CCCCC2)cs1 | 0.1 | -5 | -0.4 | -1.2 | 2.0 | 3 | -5 | -4 | 4
8 | Cc1ccnc(NC(=O)c2cccc(NC(=O)c3ccc(Cl)cc3)c2)c1 | -3.6 | -2 | -1.7 | 11 | -0.9 | 0 | -7 | 12 | x
9 | CSc1ncccc1C(=O)Nc1nnc(C2CC2)s1 | 0.4 | -2 | -0.3 | 0.0 | 1.4 | -14 | 2 | 0 | 3
10 | Cc1cc(C(=O)NN=C2CC(=O)CC(C)(C)C2)c(C)o1 | -0.2 | 2 | i | -0.6 | 1.9 | -5 | 2 | 5 | x
11 | COc1ccc(Cl)cc1NC(=O)CN(C)C(=O)c1ccc(-n2nc(C)cc2C)cc1 | 3.9 | -11 | i | 2.4 | -0.5 | 19 | 0 | -2 | x
12 | CCOC(=O)C1CCCN(C(=O)CCCn2c(=O)c3cccn3c3cccnc32)C1 (stereo unspecified) | -5.1 | -1 | i | 1.0 | 1.6 | 10 | -14 | -2 | -1
13 | COc1ccc(/C=N/NC(=O)CNC(=O)c2cccs2)cc1 | 0.5 | 2 | -0.6 | 0.8 | x | -1 | x | -5 | 1
14 | Cc1cc(NC(=O)c2cc(-c3cccc(Cl)c3)on2)no1 | 0.9 | 0 | -0.2 | -0.6 | x | -3 | -7 | -3 | -2
15 | O=C(CSc1n[nH]c(-c2ccccc2Cl)n1)NC1CCCCC1 | -1.2 | 1 | 0.2 | 4.4 | -0.7 | 11 | -8 | 0 | 2
16 | O=C(Cc1ccc(-n2c(=O)c3ccccc3n(Cc3ccccc3Cl)c2=O)cc1)NCC1CCCO1 (stereo unspecified) | -0.7 | 0 | 0.3 | 3.1 | 1.7 | 15 | -2 | 2 | 0
17 | O=C(NCc1ccco1)c1cc(-c2ccco2)on1 | u | -2 | i | -0.7 | 0.3 | 5 | -6 | x | -1
18 | COc1ccc(OC)c(CC(=O)Nc2ccc3c(c2)CCC3)c1 | -1.6 | 3 | i | -0.8 | 0.3 | 16 | -11 | 7 | 5
19 | CCOc1ccc(C=Nc2cccc3ncccc23)cc1 | 0.7 | 0 | -0.3 | 0.3 | 0.2 | 1 | 77* | -5 | 3
20 | Cc1cc(NC(=O)CSc2ccc3nnc(-c4cccc(F)c4)n3n2)no1 | 0.8 | -7 | i | 0.6 | 0.4 | 2 | 19&-7 | 2 | -2
21 | Cc1nc2ccc(C(=O)N3CCSCC3)cc2s1 | 0.1 | 8 | -0.4 | 0.6 | x | 5 | -13 | -3 | -2
22 | CCOc1cc(/C=N/NC(=O)CCc2n[nH]c(=O)[nH]c2=O)ccc1O | 0.8 | -2 | -0.5 | 0.4 | -6.9 | 0 | x | 2 | 3
23 | COc1cc2[nH]c(=O)n(CCCCCC(=O)NCCCN3CCOCC3)c(=O)c2cc1OC | 0.7 | -1 | -0.4 | 0.4 | x | -5 | -8 | -1 | 2
24 | Cc1ccc2c3c1C(=O)C(=O)N3C(C)(C)CC2C (stereo unspecified) | -0.2 | -3 | i | -0.8 | x | 3 | 10 | -3 | -3
25 | CC(=O)Nc1ccc(NCCc2ccco2)cc1 | 0.6 | 1 | x | x | 5.8 | x | x | -2 | x
26 | CCOC(=O)[C@]12CCC=C1N(Cc1ccco1)C(=O)[C@H](CC(=O)NCc1ccc(OC)c(OC)c1)C2 | -0.3 | -2 | x | x | -0.5 | x | x | -5 | x
27 | O=C(CN1CCOCC1)Nc1ccc([N+](=O)[O-])cc1 | -5.8 | -5 | -0.3 | 1.0 | 2.2 | 4 | -11 | -18 | 1
28 | Cc1c(Cl)cccc1NC(=O)CSc1ncnc2c1cnn2CCO | -0.8 | -1 | i | -0.8 | 0.0 | 3 | -7 | 6 | -1
29 | CCN(CC(=O)Nc1ccc(NC(C)=O)cc1)C(=O)C1CC(=O)N(c2ccc3c(c2)OCCO3)C1 (stereo unspecified) | 0.0 | -1 | -0.3 | x | 0.9 | -8 | x | -5 | x
30 | O=C(COc1ncnc2ccccc12)N1CCOCC1 | -0.4 | -5 | i | -1.6 | x | -9 | -6 | 6 | 3

Some entries already given with just SARS 3CLpro inh:
| nr | Structure | SARS 3CLpro inh |
| --- | --- | --- |
| 30 | O=C(COc1ncnc2ccccc12)N1CCOCC1 | 3 |
| 22 | CCOc1cc(/C=N/NC(=O)CCc2n[nH]c(=O)[nH]c2=O)ccc1O | 3 |
| 20 | Cc1cc(NC(=O)CSc2ccc3nnc(-c4cccc(F)c4)n3n2)no1 | -2 |

Carrying on.
item | structure | BoNT A protease | Anthrax LF prot | BH1578 lux ind | PfHsp40 rescue | TcdB GH inh | Yp Topo-I inh | SSB-PriA inh | PrPC surface inh | SARS 3CLpro inh
31 | CC(C)n1c(NCc2ccc(Cl)cc2)nc2ccccc21 | -0.2 | -2 | i | -1.1 | 0.9 | 2 | 1 | -1 | 3
32 | O=C(c1ccc2c(c1)N(Cc1ccccc1)CCS2)N1CCCCC1 | -0.1 | -6 | -0.4 | -0.4 | -6.7 | 5 | 6 | 14 | -5
33 | CCC(=O)Oc1ccc2ccccc2c1CNC(=O)c1ccccc1 | 0.8 | -3 | i | 2.2 | x | 12 | -27 | -2 | -3
34 | O=C(CN1CCCCCC1)N1c2ccccc2Sc2ccc(C(F)(F)F)cc21 | -1.1 | -6 | 10 | 0.1 | x | 27 | -5 | 18 | 2
35 | O=C(COC(=O)CNC(=O)C1CCCCC1)Nc1ccc(Cl)cn1 | -5.2 | 0 | i | 0.9 | x | 4 | -4 | 8 | 2
36 | O=C1c2ccccc2-c2c1cccc2C(=O)N(CCO)CCO | 0.8 | 1 | -1.7 | -1.5 | x | -4 | -2 | 9 | 0
37 | COc1ccc(S(=O)(=O)NCCN2CCOCC2)cc1Br | 1.1 | 3 | -1.0 | 0.2 | 1.1 | -7 | -11 | -4 | 4
38 | O=C(NCCC(=O)N1CCCCC1)c1ccccc1Cl | -2.0 | -3 | -0.2 | 1.6 | -0.8 | 1 | 5 | 1 | 2
39 | CS(=O)(=O)NCCNC(=O)c1cc(OCC(F)(F)F)ccc1OCC(F)(F)F | -0.6 | -1 | -0.3 | 0.1 | 1.0 | -1 | 4 | 7 | 2
40 | Clc1ccc(C2=NCCn3nc4ccccc4c32)cc1 | 0.4 | 1 | i | 0.2 | 2.1 | 26 | -12 | -8 | x
41 | Cc1ccc(NN=C2C(=O)OC(C)(C)OC2=O)c(C)c1 | 0.7 | -3 | -0.2 | 0.1 | 1.2 | 2 | 6 | 4 | 1
42 | COc1ccc2sc(-c3ccccc3OC)c(C#Cc3cncn3C)c2c1 | 2.2 | 5 | i | 5.3 | 0.6 | -5 | -3 | -18 | x
43 | CC1=NN(c2ccc(C)cc2)C(=O)/C1=C/c1ccc(-c2cc([N+](=O)[O-])ccc2O)o1 | 1.3 | -15 | i | -2.2 | 0.4 | 0 | -4 | 0 | 0
44 | Cn1nnnc1SCC(=O)NCCc1ccc(Cl)cc1 | -0.2 | -6 | i | 0.8 | x | -2 | -12 | 3 | -3
45 | O=Nc1c(O)c2ccccc2c2ccccc12 | -0.6 | -3 | i | 24 | -3.3 | 6 | 29 | -23 | x
46 | COc1ccc(NC(=O)CN(C)C(=O)c2ccccc2Sc2ncnc3sc(C)c(C)c23)cc1 | -4.3 | 1 | 4.2 | 0.1 | 2.7 | 23 | 23 | 0 | x
47 | Clc1ccc(-c2ccnc3nc(N4CCOCC4)nn23)c(Cl)c1 | -1.4 | 2 | i | 0.7 | -6.0 | -3 | 2 | 10 | x
48 | O=c1c2cc(N3CCOCC3)ccc2[nH]c(=S)n1Cc1ccccc1Cl | -0.2 | 4 | -0.1 | -0.7 | 1.2 | -19 | -12 | -2 | 3
49 | COc1ccccc1-c1nnc(NC(=O)c2ccc(S(=O)(=O)N(C)C)cc2)o1 | -1.0 | -5 | -0.6 | -1.8 | x | 17 | 2 | 7 | 6
50 | Cc1ccc2nc(SCC(=O)N3CCN(C(=O)c4ccco4)CC3)[nH]c2c1 | 0.9 | 2 | i | 1.0 | x | 5 | -9 | -3 | 6
51 | CCC(C)NC(=O)Cn1cccc1C(=O)c1ccccc1 (stereo unspecified) | 0.2 | -3 | -0.1 | -1.3 | x | -1 | 2 | 3 | 2
52 | O=C(CC1C(=O)NCCN1CC1CCCCC1)NCc1ccc(F)cc1F (stereo unspecified) | 0.9 | 0 | 0.6 | -0.1 | 1.5 | -1 | -14 | 3 | -1
53 | O=C(COc1ccc([N+](=O)[O-])cc1)N(Cc1cccs1)C1CCS(=O)(=O)C1 (stereo unspecified) | -1.3 | 2 | 0.9 | -0.5 | 1.9 | -8 | 3 | -15 | 5
54 | CCOc1cccc(-c2nnc3sc(C4CCCCC4)nn23)c1 | -0.5 | 1 | -0.4 | 2.4 | x | -2 | -16 | 6 | 0
55 | CC1(C)CC(CNCCC(c2ccc(F)cc2)c2ccco2)CCO1 (stereo unspecified) | -1.1 | 2 | -0.3 | 0.3 | 0.0 | 2 | 7 | -8 | 2
56 | CC(C)(C)C(=O)Nc1cc2c3c(c1)CCN3C(=O)CC2 | -1.6 | 2 | -2.4 | -1.4 | 2.4 | 1 | -15 | -3 | 1
57 | Cn1cc(CN2CCC(n3nccc3NC(=O)CCCc3ccccc3)CC2)cn1 | -0.2 | 1 | -0.4 | -1.0 | 1.8 | -3 | 5 | -2 | -3
58 | O=C1/C(=C/c2cccs2)N=C(c2cccs2)N1Nc1ccccc1 | 11 | 13 | 11 | 0.0 | x | 0 | 17 | 6 | 0
59 | OC(c1ccc(Cl)c(F)c1)c1ncc(-c2ccccc2F)[nH]1 (stereo unspecified) | -0.6 | -2 | i | x | 3.4 | -4 | x | 4 | x
60 | CC(C)c1ccc(C(C(=O)NC2CCCCC2)N(C(=O)c2csnn2)C2CC2)cc1 (stereo unspecified) | -1.5 | -2 | -0.4 | 1.3 | 0.7 | 32 | 6 | 4 | 10
61 | Cn1cc(C(=O)N2CCC3(CC2)OCCO3)c2c3ccccc3n(C)c2c1=O | -0.8 | -4 | -2.2 | -0.1 | x | -6 | -8 | 2 | 7
62 | N#CCOC(=O)c1c2c(nc3ccccc13)CCC2 | -0.3 | -7 | -0.3 | -0.6 | -2.0 | -7 | 12 | -7 | 4
63 | CCOC(=O)c1cc2c(nc1N)CC(C)(C)OC2 | 1.0 | -5 | -0.5 | -0.9 | x | 0 | -5 | 0 | 4
64 | C[C@@H]1CN(C(=O)c2nc3ccc(Cl)cn3c2CN2CCc3sccc3C2)C[C@H](C)O1 | 1.0 | 2 | 2.3 | -0.8 | -0.1 | 4 | -7 | -1 | -1

These rows are one share of the data. The share of hits here may be higher or lower than overall.
